Screens from PubChem BioAssay.
DENV2 CPE rescue: inhibitors of DENV2 cytopathic effect, primary screen, cell-based, plate reader, single concentration | hit rate 1.7% among 350,000 | CPE inhibition, % at 9.99 µM | DENV2-infected cells, cytopathic effect rescue; in the data active = CPE inhibition above about 20%, passing the limit was not always enough; inconclusive = no clear call, values can overlap the other calls; tested in BHK-21 cells;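 note: 0% = median of neutral control wells and 100% = median of positive control wells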
CASP6 VEID inh: human caspase-6 inhibitors, primary screen, biochemical, VEID-R110 fluorescence, single point, set 2 | P55212 | purified caspase-6, Z-VEID-R110 cleavage fluorescence | inhibition, % at 12.5 µM | hit rate 0.53% among 350,000 | AID 686996, 2013;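 active = mean inhibition across replicates at least about 35%, with every replicate also reaching that limit, limit read from the data; inconclusive = only one of the two criteria met; inactive = neither criterion met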;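 note: 0% = median of neutral control wells and 100% = no fluorescence left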
Target sequence (P55212 24-179 limits assumed): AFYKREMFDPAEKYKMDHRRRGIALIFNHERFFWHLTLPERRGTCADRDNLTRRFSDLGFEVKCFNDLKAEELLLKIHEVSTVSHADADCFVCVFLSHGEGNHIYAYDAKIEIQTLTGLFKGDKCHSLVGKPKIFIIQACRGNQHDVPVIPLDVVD
Target sequence (P55212 194-293 limits assumed): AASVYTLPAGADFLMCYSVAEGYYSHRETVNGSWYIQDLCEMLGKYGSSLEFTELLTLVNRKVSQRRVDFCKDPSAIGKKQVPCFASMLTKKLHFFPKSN
ARNT-TACC3 inh: disruptors of ARNT/TACC3 protein interaction, primary screen, biochemical, AlphaScreen, single concentration; Transforming acidic coiled-coil-containing protein 3 (Homo sapiens), Q9Y6A5; AlphaScreen His-ARNT PAS-B/GST-TACC3 binding, luminescence; TACC3 fragment carries E629A point mutation; inhibition, % at 9.99 µM; hit rate 0.66% among 390,000;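 active = mean inhibition of replicates at least 50% and at least half of replicates each reaching 50%; inconclusive = half or more replicates reach 50% but mean below 50%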;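 note: 0% = complete ARNT plus TACC3 wells and 100% = ARNT alone without TACC3; many hits fall short of the cut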
PAX8 inh HTS: inhibitors of PAX8-driven TPO luciferase reporter, primary screen, RMG-I cells, single concentration; hit rate 1.2% among 360,000; inhibition, % at 12.6 µM; SteadyGlo, 24 h; AID 652154, 2013;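 active = mean replicate inhibition at least 60% with every replicate also reaching 60%; inconclusive = only one of the two criteria is met; inactive = mean below 60% and not all replicates reaching 60%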;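 note: luciferase light reporting Pax8 driven TPO promoter activity; plate controls were median of neutral control wells for no effect and mitoxantrone controls for full effect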
LGR2 inh: inhibitors of bursicon-induced LGR2 CRE-luciferase signal, primary screen, cell-based, HEK293, CRE-luciferase reporter, bursicon stimulation. hit rate 0.35% among 380,000. inhibition, % at 9.99 µM. Drosophila bursicon receptor LGR2 (rickets). AID 720647, 2013. bursicon-stimulated, 4 h;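 active = drop in luminescence signal, shown as inhibition above about 50% in the replicate tests, limit read from the data, passing the limit was not always enough; inconclusive = probably only some replicates passing the limit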;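 note: agonist challenge used bursicon conditioned medium at about half maximal strength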
SIRT5 block: SIRT5 desuccinylase inhibitors, primary screen, biochemical, fluorescence imaging, single point, set 5; Purified SirT5, succinyl-peptide AMC, trypsin-coupled fluorescence; hit rate 1.1% among 330,000; inhibition, % at 15 µM; in the data active = inhibition above about 15%; inconclusive = no clear call, values can overlap the other calls
Target sequence (Q9NXA8 whole entry, looked up): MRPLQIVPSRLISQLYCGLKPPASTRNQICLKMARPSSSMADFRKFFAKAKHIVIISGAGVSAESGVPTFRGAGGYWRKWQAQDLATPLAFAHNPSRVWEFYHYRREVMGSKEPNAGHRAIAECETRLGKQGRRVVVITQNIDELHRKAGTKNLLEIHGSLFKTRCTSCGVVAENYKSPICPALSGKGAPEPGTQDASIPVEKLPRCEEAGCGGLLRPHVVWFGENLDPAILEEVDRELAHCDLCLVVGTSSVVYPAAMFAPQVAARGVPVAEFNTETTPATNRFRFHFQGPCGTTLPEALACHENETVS
EWS-Fli inh: EWS/Fli-driven NR0B1 reporter inhibitors, primary screen, A673 cells, NR0B1 luciferase, luminescence, MLPCN library | viability-normalised | inhibition, % at 12.6 µM | hit rate 0.67% among 350,000 | AID 651661, 2012;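 active = mean inhibition of at least 50% after viability correction, with every replicate also passing that limit; inconclusive = mean reaches 50% but only one of two replicates passes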;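 note: firefly luciferase signal divided by Alamar Blue viability fluorescence both relative to DMSO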
Active calls of the source: *; ? = inconclusive; nt = not tested or not shown.

SMILES	DENV2 CPE rescue	CASP6 VEID inh	ARNT-TACC3 inh	PAX8 inh HTS	LGR2 inh	SIRT5 block	EWS-Fli inh
COc1ccc(NC(=O)Nc2ccc3c(c2)C(=O)N([C@@H](C)CO)C[C@@H](C)[C@H](CN(C)C(=O)Cc2ccccc2)OCCCC[C@@H](C)O3)cc1	-5.6	0.9	-10.7	-2.1	-17.4	4.3	7.2
CC(C)NC(=O)N(C)C[C@@H]1OCCCC[C@@H](C)Oc2ccc(NS(=O)(=O)c3ccc(Cl)cc3)cc2C(=O)N([C@@H](C)CO)C[C@H]1C	6.6	0.0	-9.3	-5.7	-0.7	-4.8	-5.0
Nc1cc(=O)[nH]c(SCC(=O)Nc2ncc(C(F)(F)F)cc2Cl)n1	1.5	-2.4	-1.2	4.0	1.6	0.0	4.9
COc1ccc2c3c(n(C)c2c1)[C@@H](CO)N(Cc1cccc(F)c1)CC31CCN(C(=O)Cc2ccccc2)CC1	-8.9	1.7	nt	19.3	18.7	-0.1	10.7
O=C(COC(=O)c1ccco1)Nc1ccc(Cl)cn1	-1.1	3.7	6.1	5.6	-4.5	2.1	2.5
COc1ccccc1C(CC(=O)N1CCCC1)c1ccc2c(c1)OCO2 (centres undefined)	-1.8	6.3	6.2	10.2	-12.0	-2.2	0.8
O=C(c1cccc(OC2CCN(C3CCCC3)CC2)c1)N1CCCCCCC1	1.8	5.3	-3.1	-2.1	19.3	-2.3	3.7
CC(C)CCNC(=O)CN(C(=O)CCC(=O)Nc1ccccn1)c1ccc(F)c(Cl)c1	nt	1.8	4.6	-10.4	-15.9	2.0	3.6
CCN1[C@@H]2c3cccc(=O)n3C[C@@H]2[C@@H](CO)[C@@H]1C(=O)NC1Cc2ccccc2C1	17.4	-0.8	0.9	nt	7.0	4.0	6.3
COc1cc(C2=Nc3ccc(Br)cc3C(c3ccccc3)N2CC(=O)NN)cc(OC)c1OC (centres undefined)	-5.3	-3.8	nt	7.6	-1.4	-3.8	3.5
CCOC(=O)c1[nH]c(C)c(C(=O)N2CCN(c3cccc(Cl)c3)CC2)c1C	-1.4	0.1	4.6	nt	17.2	-5.6	3.5
Cc1noc(C)c1NC(=O)Nc1ccc2c(c1)C(=O)N([C@@H](C)CO)C[C@H](C)[C@@H](CN(C)C(=O)Nc1ccc(C(F)(F)F)cc1)OCCCC[C@@H](C)O2	-4.9	-2.1	2.6	32.1	-4.1	6.1	-2.3
CC1Cc2ccccc2N1C(=O)Cn1c(=O)oc2cc(S(=O)(=O)N3CCCCC3)ccc21 (centres undefined)	-2.4	1.1	7.5	7.9	-6.0	-1.0	10.6
C[C@H]1CN([C@@H](C)CO)C(=O)c2c(c3ccccc3n2C)-c2ccccc2CO[C@@H]1CN(C)Cc1ccc2c(c1)OCCN2C	5.7	-0.9	nt	-18.0	22.9	4.9	2.7
COC(=O)c1ccc(SCc2cnc(Cl)s2)cc1	nt	-0.7	-2.3	nt	-35.1	-2.8	nt
C[C@H](NC(=O)C[C@H]1C=C[C@@H](NC(=O)C2CCOCC2)[C@@H](CO)O1)c1ccccc1	-3.3	5.7	8.9	-1.4	-1.6	0.4	-3.1
Cc1ccc2cc(CN(CCN(C)C)C(=S)Nc3ccccc3)c(=O)[nH]c2c1C	14.0	-1.3	1.4	5.4	-7.8	1.8	-14.2
COc1ccccc1CNC(c1ccccc1)c1ccccc1	-4.3	1.5	-11.5	9.1	-0.4	-4.4	10.5
CC(C)C[C@@H](CN1CCCC1CN1C(=S)NC[C@@H]1Cc1ccccc1)N1C[C@H](Cc2ccc(O)cc2)N(CCc2ccccc2)C1=S (some centres undefined)	16.8	2.6	nt	35.1	-18.1	-0.2	20.6
COc1ccc(NC(=O)CN(C)C(=O)C(Sc2ccccc2)c2ccccc2)cc1 (centres undefined)	-4.0	4.3	2.7	21.7	17.3	-1.3	-4.0

Record cards, from the list above. Order of values: DENV2 CPE rescue | CASP6 VEID inh | ARNT-TACC3 inh | PAX8 inh HTS | LGR2 inh | SIRT5 block | EWS-Fli inh
CC1Cc2ccccc2N1C(=O)Cn1c(=O)oc2cc(S(=O)(=O)N3CCCCC3)ccc21 (centres undefined) in the list: -2.4 | 1.1 | 7.5 | 7.9 | -6.0 | -1.0 | 10.6
COc1ccc(NC(=O)CN(C)C(=O)C(Sc2ccccc2)c2ccccc2)cc1 (centres undefined) in the list: -4.0 | 4.3 | 2.7 | 21.7 | 17.3 | -1.3 | -4.0
CCOC(=O)c1[nH]c(C)c(C(=O)N2CCN(c3cccc(Cl)c3)CC2)c1C in the list: -1.4 | 0.1 | 4.6 | nt | 17.2 | -5.6 | 3.5
C[C@H](NC(=O)C[C@H]1C=C[C@@H](NC(=O)C2CCOCC2)[C@@H](CO)O1)c1ccccc1 in the list: -3.3 | 5.7 | 8.9 | -1.4 | -1.6 | 0.4 | -3.1

(continued)
SMILES	DENV2 CPE rescue	CASP6 VEID inh	ARNT-TACC3 inh	PAX8 inh HTS	LGR2 inh	SIRT5 block	EWS-Fli inh
O=C(NC(=S)Nc1cccc(F)c1)c1cccc([N+](=O)[O-])c1	-4.3	0.3	-10.5	-2.9	-33.0	-1.2	-7.4
CSc1ccc(/C=C/C(=O)OCC(=O)N2CCc3ccccc32)cc1	3.1	-1.4	1.0	13.9	-2.7	1.5	7.4
Cc1ccc(NC(=O)N2CCC(c3nc4c(nnn4Cc4c(F)cccc4Cl)c(=O)[nH]3)CC2)cc1	nt	1.6	-1.7	nt	5.6	-9.1	11.1
CCOC(=O)C1=C[C@@H](c2ccccc2)N(S(=O)(=O)c2ccc(C)cc2)[C@H]1c1ccc(F)cc1	6.3	1.6	nt	13.4	7.2	-0.5	6.1
CSCC(=O)Nc1cc(C)on1	-1.3	-0.6	-17.0	-1.7	-1.1	-5.4	-2.1
Cc1ccc(C)c(NC(=O)CN(C)C(=O)c2ccc(Cl)nc2)c1	-2.5	0.9	5.3	-13.3	-0.8	-0.9	3.9
CC(C)NC(=O)C(=O)Nc1cc2c3c(c1)CCC(=O)N3CCC2	3.9	-1.6	-4.0	-4.5	-2.2	-2.1	7.5
Cn1cnc([N+](=O)[O-])c1N=C(N)N	-0.7	3.3	-5.8	27.3	-9.4	0.1	2.8
CC(C)NC(=O)N(C)C[C@@H]1Oc2ncc(C#CC3CC3)cc2C(=O)N([C@@H](C)CO)C[C@@H]1C	0.4	-0.9	-8.7	-15.5	-11.8	0.0	4.3
CC1=C(C(=O)N2CCOCC2)CC(CC(=O)NCCc2ccccn2)C(=O)N1CCC1=CCCCC1 (centres undefined)	13.1	1.2	nt	-2.5	-1.7	12.1	-10.0
CCC(=O)N1[C@@H](C#N)[C@@H](c2ccccc2-c2ccccc2)[C@@H]1CO	3.5	-0.1	nt	nt	-2.8	-0.8	-22.4
CC(C)C12CN3CC(C(C)C)(CN(C1)C3c1ccc3c(c1)OCO3)C2=O (centres undefined)	7.3	-4.5	5.3	nt	-17.3	7.3	-2.6
O=C(Nn1cnc2ccccc2c1=O)c1ccc([N+](=O)[O-])cc1Cl	nt	0.2	4.3	-13.2	6.7	-5.2	-2.9
COc1ccc(NC(=O)c2cc(S(=O)(=O)N3CCCCC3)c[nH]2)c(OC)c1	-3.8	2.5	2.7	20.6	-1.8	-0.7	7.8
CC(C)CN1CCN(Cc2ccc3ncccc3c2)CC1CCO (centres undefined)	0.1	-2.7	1.0	-5.1	nt	-2.6	3.8
C[C@@H](O)C#Cc1ccc2c(c1)O[C@@H](CN(C)Cc1cccnc1)[C@@H](C)CN([C@@H](C)CO)S2(=O)=O	?	-1.1	-0.9	nt	-1.0	-2.2	11.6
CC/C(=N\NC(=O)CNC(=O)/C=C/c1ccc(OC)cc1)c1ccccc1	3.2	2.9	-2.6	-5.7	0.4	-8.1	-8.5
O=C(NCCc1c[nH]c2ccccc12)c1cc(Cl)c2c(c1)OCO2	2.3	3.7	4.5	-156.4	-69.2	-4.2	-85.4
COc1ccc2sc3cccc(NCCN(C)C)c3c(=O)c2c1	2.2	11.0	nt	-38.0	-4.2	-8.2	-25.2
CCCNC(=O)N1CC(=O)N2[C@H](CO)[C@@H](c3ccc(-c4ccc(F)cc4)cc3)[C@H]2C1	-11.6	4.5	nt	nt	-4.4	4.1	11.1
C[C@@H]1CN([C@H](C)CO)S(=O)(=O)c2ccc(-c3ccc(C#N)cc3)cc2O[C@H]1CN(C)Cc1ccccn1	0.1	nt	6.0	65.2*	-5.6	9.9	53.3*
CCCCN(C)C(=O)c1cc2cc3ccc(OC)cc3nc2o1	-1.1	0.2	-1.3	-79.2	-41.1	-18.1	-115.2
CCOc1ccc(CN(C)CC(=O)Nc2cccc(S(=O)(=O)N(C)c3ccccc3)c2)cc1	6.1	9.6	2.6	15.1	2.8	0.4	4.2
Cc1cccc(Oc2cc(N)cc([N+](=O)[O-])c2)c1	?	-0.8	nt	-8.3	nt	-4.3	-0.5
CC(=O)N(C)C[C@@H]1Oc2cc(C3=CCCC3)ccc2S(=O)(=O)N([C@H](C)CO)C[C@@H]1C	-4.8	0.1	7.1	nt	2.0	-2.3	0.9
N#CCCN(C(=O)COC(=O)c1ccc(S(=O)(=O)Nc2ccccc2)cc1)c1ccccc1	nt	nt	-1.5	11.8	12.2	nt	nt
COc1ccc(S(=O)(=O)NCCCc2ccccc2)cc1	-3.4	0.6	16.7	-14.4	-0.2	-5.7	-5.8
COc1ccccc1CNC(=O)C1CCN(C(=O)[C@@H]2Cc3ccccc3CN2)CC1	3.8	0.1	-7.2	-3.5	4.5	-1.1	nt
O=C(NCc1ccccc1)[C@@H]1N[C@@H]2c3ccc(-c4ccccc4)c(=O)n3C[C@@H]2[C@H]1CO	-4.4	3.7	26.0	nt	-5.0	-19.6	9.8
O=C(NOCc1ccccc1)c1coc(-c2ccccc2)n1	-3.0	3.5	-1.7	-16.6	-43.8	-5.7	-3.7
O=C(NC1CCCC1)C1CC(=O)N(c2ccc(F)cc2)C1 (centres undefined)	-0.7	2.2	nt	-17.5	2.2	-0.5	-1.0
O=C(O)C1Oc2ccccc2C1c1ccccc1 (centres undefined)	-10.4	-0.3	-2.1	-2.6	5.9	-4.1	1.0
CC1CC(C)CN(S(=O)(=O)c2ccc(C(=O)NNC(=O)c3ccccc3F)cc2)C1 (centres undefined)	4.0	1.0	-2.6	-9.4	8.5	-2.3	8.8
Cc1[nH]n(-c2nc(-c3ccccc3)cc(=O)[nH]2)c(=O)c1CCO	-4.5	-1.6	nt	1.9	0.0	-2.1	4.2
CCOC(=O)c1sc(=S)n(-c2ccccc2)c1NC(C)=O	5.8	4.0	-8.7	19.4	nt	-1.0	-7.7
Cc1ccc(OC(=O)c2oc3ccc(F)cc3c2C)c(C)c1	1.7	1.8	-17.6	nt	-8.6	-7.3	nt
Cc1ccc(NC(=O)c2cc3ccccc3o2)cc1	-0.8	-2.0	-11.2	-55.5	-46.7	0.5	-80.8
CC(=O)c1cc(C#N)c(SCc2ccc([N+](=O)[O-])cc2)nc1C	-4.3	1.8	-0.7	-2.2	12.5	-1.5	6.8
C[C@@H]1CN([C@@H](C)CO)C(=O)c2cc(NC(=O)CCCCCC(=O)Nc3ccccc3N)ccc2O[C@H]1CN(C)S(=O)(=O)c1cn(C)cn1	14.1	-1.2	nt	-18.9	13.0	3.2	12.3
COc1cc(/C=N\NC(=O)c2c(C)nc3cc(C)ccn23)ccc1O	-6.0	0.4	-3.8	-5.5	-4.0	1.9	13.5
CC(=O)NC(Cc1ccccc1C)C(=O)NC1CCN(C(=O)c2cccc(C)c2)CC1 (centres undefined)	6.3	-1.4	-16.3	-8.4	-12.1	-4.3	-1.4
O=C(Nc1nnc(Cc2ccccc2)s1)c1ccco1	nt	2.7	-4.1	nt	-50.5	nt	nt
CCCC(C(=O)NC1CCCC1)N(CCN(CC)CC)C(=O)c1snc(C(N)=O)c1N (centres undefined)	0.2	-4.5	-2.3	12.7	4.1	-4.6	4.2
Cc1ccccc1C(=O)Nc1cccc(NC(=O)c2cccnc2)c1	4.6	4.4	-5.7	1.3	1.1	-3.8	-5.0
